Fam108B counter = mouse Fam108B serine hydrolase inhibitors, primary screen, counter-screen for RBBP9 inhibitor project, biochemical, fluorescence polarization. recombinant Fam108B, FP-Rh probe fluorescence polarization. inhibition, % at 9.51 µM. hit rate 0.33% among 300,000. AID 1947, 2009;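 active means inhibition above the screen mean inhibition plus 3 SD, computed separately per campaign, cut at about 18% in these data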;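 further: inhibitors lower polarization as less probe binds the enzyme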
GSTO1 inh = inhibitors of recombinant GSTO1, primary screen, counter-screen for RBBP9 inhibitor project, biochemical, fluorescence polarization; AID 1974, 2009; activity-based probe fluorescence polarization; hit rate 1.1% among 300,000; Glutathione S-transferase omega-1 (Homo sapiens), P78417; inhibition, % at 5.96 µM;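 active means inhibition above the campaign mean inhibition plus 3 SD, cut at about 35% in these data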;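 further: 0% = GSTO1-1 with DMSO and 100% = wells lacking GSTO1-1 enzyme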
LYPLA1 counter = LYPLA1 inhibitors, primary screen, counter-screen for PME1 inhibitor project, biochemical, fluorescence polarization, FP-Rh probe ABPP; inhibition, % at 5.9 µM; recombinant LYPLA1; AID 2174, 2009; hit rate 0.16% among 320,000;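 active means inhibition above the mean of all tested compounds plus 3 SD, set per campaign, cut at about 14% in these data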;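 further: inhibitors block serine hydrolase probe labeling of LYPLA1 so polarization falls; 0% = enzyme with DMSO and 100% = wells lacking LYPLA1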
PAD4 FP inh = human PAD4 inhibitors, primary screen, biochemical, fluorescence polarization, 1536-well format. hit rate 0.41% among 330,000. inhibition, % at 6.36 µM. Protein-arginine deiminase type-4 (Homo sapiens), Q9UM07. recombinant PAD4, RCA probe fluorescence polarization;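 active means percent inhibition above a cutoff equal to the mean of all tested compounds plus 3 SD, cut at about 15% in these data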;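 further: 0% = PAD4 with RCA probe and DMSO and 100% = probe without PAD4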
Target sequence (Q9UM07 whole entry, looked up): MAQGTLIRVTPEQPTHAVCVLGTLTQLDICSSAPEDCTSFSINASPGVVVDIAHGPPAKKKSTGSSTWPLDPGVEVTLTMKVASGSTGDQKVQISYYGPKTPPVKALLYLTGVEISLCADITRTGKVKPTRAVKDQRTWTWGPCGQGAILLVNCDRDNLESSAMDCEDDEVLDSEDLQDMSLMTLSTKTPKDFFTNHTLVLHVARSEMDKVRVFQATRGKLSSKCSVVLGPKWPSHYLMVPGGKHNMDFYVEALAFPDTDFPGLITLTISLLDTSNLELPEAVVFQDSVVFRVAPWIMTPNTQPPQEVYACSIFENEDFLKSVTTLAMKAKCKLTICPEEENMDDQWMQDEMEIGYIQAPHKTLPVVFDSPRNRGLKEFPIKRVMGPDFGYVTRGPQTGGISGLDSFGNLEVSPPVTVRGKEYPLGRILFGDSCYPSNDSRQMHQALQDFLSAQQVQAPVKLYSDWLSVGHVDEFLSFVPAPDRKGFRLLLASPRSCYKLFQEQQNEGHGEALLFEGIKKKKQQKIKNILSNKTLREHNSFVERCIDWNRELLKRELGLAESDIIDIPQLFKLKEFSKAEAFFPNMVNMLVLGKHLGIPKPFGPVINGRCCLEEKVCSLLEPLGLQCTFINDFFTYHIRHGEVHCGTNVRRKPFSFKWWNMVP
PAFAH1B3 FP inh = PAFAH1B3 enzyme inhibitors, primary screen, biochemical, fluorescence polarization, human. AID 492972, 2010. inhibition, % at 3.39 µM. recombinant PAFAH1B3, FP-rhodamine probe. Platelet-activating factor acetylhydrolase IB subunit alpha1 (Homo sapiens), Q15102. hit rate 0.28% among 340,000;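 active means inhibition above the screen-wide average of all tested compounds plus 3 SD, cut at about 25% in these data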;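 further: 0% = enzyme with DMSO only and 100% = wells lacking PAFAH1B3 protein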
PAFAH1B2 FP inh = PAFAH1B2 enzyme inhibitors, primary screen, biochemical, fluorescence polarization, human. recombinant PAFAH1B2, FP-rhodamine activity probe. hit rate 1.2% among 340,000. Platelet-activating factor acetylhydrolase IB subunit alpha2 (Homo sapiens), P68402. inhibition, % at 3.39 µM;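 active means inhibition above the mean of all tested compounds plus 3 SD, cut at about 24% in these data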;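 further: 0% = enzyme with DMSO and 100% = wells lacking PAFAH1B2; many of its hits are not listed in these tables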
Target sequence (P68402 whole entry, looked up): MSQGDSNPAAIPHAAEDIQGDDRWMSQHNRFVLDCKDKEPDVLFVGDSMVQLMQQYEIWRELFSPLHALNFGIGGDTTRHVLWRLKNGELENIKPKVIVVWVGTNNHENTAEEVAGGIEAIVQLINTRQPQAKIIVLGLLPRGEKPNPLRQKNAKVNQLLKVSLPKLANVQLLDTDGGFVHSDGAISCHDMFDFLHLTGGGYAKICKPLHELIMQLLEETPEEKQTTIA
pPAFAH inh = pPAFAH enzyme inhibitors, primary screen, biochemical, fluorescence polarization, human. hit rate 1.5% among 330,000. recombinant pPAFAH, FP-rhodamine probe fluorescence polarization. inhibition, % at 3.39 µM. Platelet-activating factor acetylhydrolase (Homo sapiens), Q13093;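 active means inhibition above the mean inhibition across the screen plus 3 SD, cut at about 25% in these data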;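 further: inhibitors block binding of the rhodamine activity-based probe so polarization drops; 0% = enzyme with DMSO and 100% = wells lacking pPAFAH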
PAFAH2 inh = PAFAH2 enzyme inhibitors, primary screen, biochemical, fluorescence polarization, human; Platelet-activating factor acetylhydrolase 2, cytoplasmic (Homo sapiens), Q99487; recombinant PAFAH2, FP-rhodamine activity probe; inhibition, % at 3.39 µM; hit rate 0.99% among 340,000; AID 492956, 2010;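 active means inhibition above the mean over all tested compounds plus 3 SD, cut at about 30% in these data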;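 further: inhibitors block probe labeling of enzyme so polarization drops; 0% = enzyme with DMSO and 100% = wells lacking PAFAH2 protein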
PME-1 primary = PME-1 inhibitors via competitive probe labeling, primary screen, biochemical, fluorescence polarization, FP-Rh probe, HTS; hit rate 0.53% among 320,000; Protein phosphatase methylesterase 1 (Homo sapiens), Q9Y570; recombinant PME-1; inhibition, % at 5.9 µM;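 active means inhibition above the campaign mean of all compounds plus 3 SD, cut at about 26% in these data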;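 further: competitive labeling of PME-1 active site by serine hydrolase directed probe; 0% = PME-1 with DMSO and 100% = wells lacking PME-1 enzyme; inhibitors block probe labeling so polarization falls and inhibition rises; many of its hits are not listed in these tables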
* = called active by the depositor; x = no result given. The list is partial; rates above refer to the full screens.

SMILES	Fam108B counter	GSTO1 inh	LYPLA1 counter	PAD4 FP inh	PAFAH1B3 FP inh	PAFAH1B2 FP inh	pPAFAH inh	PAFAH2 inh	PME-1 primary
COc1ccc(OC)c(C2NC(=O)NC(C)=C2C(=O)OCc2ccccc2)c1 (centres undefined)	5	-15	1	-1	8	2	15	-11	12
CCCCOC(=O)C1=C(C)NC(=O)NC1c1ccc(N(C)C)cc1 (centres undefined)	-3	0	6	2	12	3	1	5	6
Cn1cc(CN2CCCC(CNS(=O)(=O)c3cccc4cccnc34)C2)cn1 (centres undefined)	6	6	0	-2	-2	-1	0	5	-2
CC1(C)OC(=CC=Nc2ccc(Cl)cc2)OC1(C)C	-5	2	-4	4	5	3	2	-3	-3
O=C(O)CN1C(=O)CC(Cc2ccc(Cl)cc2)C1=O (centres undefined)	-1	12	2	-1	3	8	2	-1	-2
O=C1c2cccc(OCC(=O)N3N=C(c4cccs4)CC3c3ccc(F)cc3)c2CCN1Cc1cccnc1 (centres undefined)	6	-4	-5	-1	0	-3	6	-3	-6
OC(COc1ccccc1)CSc1ncn[nH]1 (centres undefined)	0	1	0	1	9	0	3	1	2
CCn1c(SCC(=O)Nc2cc(C)ccc2C)nnc1-c1cnccn1	0	8	-2	0	1	-1	2	-6	2
COc1ccc(CC(=O)NNC(=O)c2ccc(SCc3cc(F)ccc3F)c([N+](=O)[O-])c2)cc1	3	1	2	-3	-4	4	6	-1	0
COC(=O)N/N=C/c1ccccc1OCc1ccccc1	1	1	0	1	-7	2	8	-5	-1
COc1ccc(CC(=O)n2[nH]c(=O)cc(C)c2=O)cc1OC	2	8	-5	0	1	8	4	0	-5
COc1cccc(NC(=O)COC(=O)CNC(=O)C2CCCCC2)c1	x	x	-2	1	0	0	4	8	5
CN(c1ccc(C(=O)Nc2ccc(CC#N)cc2)cc1)S(C)(=O)=O	-1	5	1	0	10	-1	3	2	6
O=C(CSc1n[nH]c(-c2cccnc2)n1)Nc1ccccc1	2	2	2	-9	2	-1	1	1	0
O=C(NC(=S)NNC(=O)c1cnccn1)c1ccc(F)cc1	1	2	-2	-1	11	13	3	11	-1
COc1cc(CN2CCC(n3nccc3NC(=O)c3ccccc3OC)CC2)ccc1F	2	5	-4	-5	8	1	7	5	0
CN1CCN(C/C(=C2/N=C(c3ccccc3)OC2=O)N(C)C)CC1	-1	5	1	7	-1	4	2	4	-4
CN(C)CCCN(C(=O)c1ccc(S(=O)(=O)N2CCCCCC2)cc1)c1nc2c(F)cc(F)cc2s1	2	0	1	-3	1	1	-2	2	-2
OCC1OC(n2cnc3c(NC4CCCCC4)ncnc32)C(O)C1O (centres undefined)	2	6	0	5	10	0	4	6	0
Cc1c(Cl)c(-c2n[nH]c(=S)n2Cc2ccco2)nn1C	-4	5	2	-3	-2	3	6	-9	-4
COc1ccc(N2CCN(C(=O)C3CCN(C(=O)c4ccccc4Cl)CC3)CC2)cc1	1	8	-1	3	0	1	4	-5	-6
Cc1nc(N)nc(Nc2ccc(C#N)cc2)c1Br	-3	0	-2	3	2	6	5	1	-4
CCOc1ccccc1NC(=O)C(OC(=O)C1CC1)c1ccccc1 (centres undefined)	0	6	-2	3	-5	0	1	6	-3
COc1cc(/C=N/NC(=O)Cc2csc(C)n2)ccc1OCC(C)C	2	-1	2	1	5	7	4	7	-2
CC(C)CNC(=O)CN(c1ccccc1)S(=O)(=O)c1ccccc1[N+](=O)[O-]	1	-1	1	-2	4	1	-1	0	1
CC1CN(CCOCCOc2ccccc2-c2ccccc2)CC(C)O1 (centres undefined)	1	-10	2	2	0	11	10	5	5
CCCn1c(Nc2ccc(Cl)cc2)nc2ccccc21	0	2	-2	0	4	3	2	-3	10
Cc1ccc(/C=C2\SC(=S)N(/N=C/c3cc([N+](=O)[O-])ccc3O)C2=O)o1	25*	50*	-4	-1	46*	26*	63*	74*	5
N#Cc1c(NC(=O)CSc2nc(-c3ccco3)cc(C(F)(F)F)n2)sc2c1CCCC2	-1	-9	4	-1	-4	-4	-1	1	-6
Cc1oc2c(O)c(O)ccc2c(=O)c1-c1cnn(-c2ccccc2)c1	4	59*	-11	7	6	1	51*	33*	3
c1cncc(-c2nc(NCCCN3CCOCC3)c3c4c(sc3n2)CCC4)c1	0	-6	1	-4	5	0	9	-2	20
COC(=O)c1cn(CC(=O)Nc2ccccc2C)c2ccccc12	-3	2	-3	-2	1	1	-1	2	-6
CNc1ccccc1C(C)(C)c1ccn[nH]1	-1	-3	2	-9	4	6	1	4	0
C=CCSc1nc(-c2ccccc2)c2cc(Cl)ccc2n1	5	4	-3	4	6	2	1	1	-6
CC1CN(c2ccccc2)CCN1Cc1nc(Cc2ccccc2)no1 (centres undefined)	2	-10	-2	-1	3	1	8	7	-6
O=C(/C=C/c1ccncc1)c1ccc(NC(=O)c2ccccc2F)cc1	-20	-38	-17	-2	-10	-7	1	-10	-32
CCN1CCN(Cc2c(C(=O)N/N=C(\C)c3ccc(Cl)cc3)nnn2-c2nonc2N)CC1	3	1	-5	-1	0	4	1	1	-3
COCCNC(=O)c1ccc(N2CC3CC(C2)c2cccc(=O)n2C3)c(NC(=O)c2ccc(Br)o2)c1 (centres undefined)	4	2	0	-1	5	-2	6	0	7
COc1ccc(OC)c(Nc2cc(-c3ccccc3)nc(N)n2)c1	4	0	1	4	x	x	43*	x	1
Cc1cc(C)c(S(C)(=O)=O)c(Oc2cccc(C(F)(F)F)c2)n1	1	5	0	-6	4	5	9	-2	5
COC(=O)c1cc(CSc2nnc(-c3ccccc3)c(-c3ccccc3)n2)oc1C	-10	-1	-6	-8	1	6	6	-4	-11
O=C(COC(=O)c1ccccc1Nc1cccc(C(F)(F)F)c1)NCc1ccco1	0	-12	-7	-5	1	6	22	2	4
Cc1c(C(=O)OC(C)C(C)C[N+](C)(C)C)oc2ccccc12 (centres undefined)	-5	-1	2	-10	10	4	-6	4	-9
COc1ccc(C(C(=O)NC2CCCCC2)N(C(=O)CCl)c2ccccc2Cl)cc1 (centres undefined)	-1	38*	0	-3	3	0	-1	-4	4
O=C(COc1ccccc1Cl)N1CCc2ccccc2C1	1	5	-4	-2	1	0	3	4	-4

Quoted at random: two records from the list
SMILES	Fam108B counter	GSTO1 inh	LYPLA1 counter	PAD4 FP inh	PAFAH1B3 FP inh	PAFAH1B2 FP inh	pPAFAH inh	PAFAH2 inh	PME-1 primary
COc1ccc(OC)c(Nc2cc(-c3ccccc3)nc(N)n2)c1	4	0	1	4	x	x	43*	x	1
CCN1CCN(Cc2c(C(=O)N/N=C(\C)c3ccc(Cl)cc3)nnn2-c2nonc2N)CC1	3	1	-5	-1	0	4	1	1	-3

Next section:
SMILES	Fam108B counter	GSTO1 inh	LYPLA1 counter	PAD4 FP inh	PAFAH1B3 FP inh	PAFAH1B2 FP inh	pPAFAH inh	PAFAH2 inh	PME-1 primary
COCCNC(=S)N(CCCN(C)C)Cc1cc2cc3c(cc2[nH]c1=O)OCCO3	0	1	2	-2	4	6	2	-6	1
CCOC(=O)N1CCN(C(=O)CCN2C(=O)c3ccccc3S2(=O)=O)CC1	-3	0	0	1	-10	-2	-3	5	-1
CCOc1ccc(NC(=O)CN(C)C(=O)C2CCCC2)cc1OCC	5	1	-2	1	12	-1	-1	7	4
COc1ccc(Cl)cc1C(=O)N(Cc1nc(-c2cccc(C)c2)no1)C(C)C	-2	-4	-5	-9	-2	1	13	3	8
c1ccc2nc3c(cc2c1)CCCCCC3	-2	-2	2	5	11	6	1	-3	-3
N#C/C(=C\c1ccc[nH]1)C(=O)NC1CC1	-2	-4	3	1	12	3	4	-1	8
Cc1cccc(NC(=O)CNC(=O)c2ccco2)n1	2	-1	1	0	5	0	2	1	-3
COC(=O)CCC[C@H]1CC2(C[C@H](CCCO[Si](C)(C)C(C)(C)C)N1C(=O)OC(C)(C)C)OCCO2	x	x	0	2	1	4	4	11	-4
O=P(CCNCc1ccco1)(c1ccccc1)c1ccccc1	-2	-5	-1	-11	4	-1	0	4	1
COc1ccccc1C(OC(=O)c1cccs1)C(=O)NCc1ccco1 (centres undefined)	2	8	-5	-1	-4	0	11	-11	-4
COc1ccc(NC(=O)CCCCC(=O)Nc2ccc(OC)cc2)cc1	-1	9	3	-2	1	6	1	1	-6
CCOc1ccc(N(CC(=O)Nc2cccc(F)c2)S(=O)(=O)c2c(C)noc2C)cc1	2	-4	-5	-1	6	-5	-1	-5	-7
Cc1cccc(OCc2nnc(SCC(=O)Nc3ccc(N4CCOCC4)cc3)o2)c1	-5	2	3	-4	0	-2	3	3	-4
COc1ccc(C(=O)NCC(=O)OCc2ccc(F)cc2)cc1	3	-3	-2	-6	0	3	1	-2	-8
O=C(c1cc(-c2cccc(O)c2)on1)N1CCCCC1	1	-2	2	0	8	1	-1	2	4
O=C(CCN1C(=O)/C(=C\c2ccccc2Cl)SC1=S)N1CCN(c2ccccc2)CC1	7	-1	5	-4	-3	3	0	-5	5
Cc1ccccc1NC(=O)NCc1ccc2c(c1)OCO2	2	9	2	-2	4	-8	1	-3	-3
O=C(c1ccc(-c2cc3ccccc3oc2=O)cc1)N1CCN(c2ccc(Cl)cc2[N+](=O)[O-])CC1	-3	-3	-3	2	-3	-2	-5	-6	-6
CCCn1c(SCC(=O)Nc2cc(S(=O)(=O)N(C)C)ccc2OC)n[nH]c1=O	-4	4	-1	-2	5	2	1	4	5
O=C(Cc1ccccc1)NC(=S)Nc1ccc(N2CCCCC2)cc1	-3	-2	-1	-7	9	6	29*	-6	-2
CC1(C)Cc2cccc(OCC(=O)NC3CC3)c2O1	0	6	-3	-4	2	6	3	-2	1
Cn1c(=O)c(=O)n(C)c2cc(S(=O)(=O)N3CCN(Cc4ccccc4)CC3)ccc21	-3	6	4	-8	6	8	4	9	4
CCN(CC)C(=S)Nc1ccc(Cl)c(Cl)c1	2	6	-1	-2	-3	1	0	-1	-3
CCN(CC)CCNc1nc2c(c(=O)[nH]c(=O)n2C)n1CCCc1ccccc1	-4	3	-2	3	11	2	-1	3	-3
CCN(CC)c1ccc(NC(=O)COC(=O)CCC(=O)c2cccs2)cc1	x	x	1	1	2	4	0	13	-1
COc1ccc2nc(SCC(=O)c3ccco3)[nH]c2c1	0	2	0	0	5	-5	2	3	9

Screening results (PubChem)
